Screening results deposited in PubChem by several laboratories.
Wnt bcat act: activators of Wnt/beta-catenin signaling. actives 1.2% (n = 300,000). activation, % at 9.35 µM. Wnt/beta-catenin reporter cell assay, activator, plate reader; in the data active means activation above about 30%, passing the limit was not always enough; inconclusive means no clear call, values can overlap the other calls;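 further: 0% = neutral control wells and 100% = positive control wells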
PfHsp90 set2: growth inhibition of yeast expressing Plasmodium Hsp90; S. cerevisiae expressing PfHsp90, BacTiter-Glo ATP, 48 h; yeast lacking PDR1 and PDR3 efflux regulators; inhibition, % at 9.4 µM; actives 0.32% (n = 310,000); AID 504621;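 active means every replicate shows inhibition above about 80%, whatever the replicate mean, limit read from the data; inconclusive means mean inhibition reaches the set limit but some replicate falls short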;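 further: 0% = DMSO neutral controls and 100% = 20 µM radicicol positive controls; yeast relying on Plasmodium falciparum Hsp90 in place of its own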
CAL PDZ FP: inhibitors of human CAL PDZ peptide binding; purified CAL PDZ, TMR-peptide fluorescence polarization, 1 h; inhibition, % at 20 µM; actives 0.02% (n = 330,000);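 active means highest replicate inhibition of at least 40%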;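 further: plate controls were DMSO neutral control wells for no effect and unlabeled competitor peptide control wells for full effect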
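Material: tagged CAL PDZ domain; buffer or medium: 25 mM sodium phosphate pH 7.4, 150 mM NaCl, TCEP, IgG, Thesit; compound dosing: single point, 20 µM; schedule: 1 h incubation at room temperature before polarization reading; measured by: FP readout, S and P plane fluorescence; read-out basis: percent inhibition from loss of millipolarization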
phage Ecoli inh: E. coli growth loss with phage present; growth absorbance; inhibition, % at 11.9 µM; actives 0.26% (n = 360,000); in the data active means inhibition above about 11%
AddAB inh: less growth of phage-infected E. coli with AddAB; E. coli expressing H. pylori AddAB, absorbance growth; inhibition, % at 11.9 µM; actives 0.29% (n = 330,000); AID 435030; in the data active means inhibition above about 12%;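 further: 0% = vehicle wells of infected cells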
PvdQ acylase: P. aeruginosa PvdQ acylase inhibition; purified PvdQ acylase, fluorescence plate reader; inhibition, % at 10 µM; actives 0.063% (n = 340,000); AID 488965; in the data active means inhibition above about 30%, passing the limit was not always enough; inconclusive means no clear call, values can overlap the other calls;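 further: 0% = vehicle neutral wells and 100% = reference inhibitor wells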
E coli growth: reduces bacterial viability in AddAB counter-screen; inhibition, % at 11.9 µM; actives 0.27% (n = 330,000); AID 449728; E. coli V3065 growth, OD600 absorbance, 18 h;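 active means inhibition above the campaign's mean inhibition across all tested compounds plus 3 SD, cut at about 9.9% in these data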;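 further: uninfected addAB+ strain grown without phage in ampicillin broth; 0% = DMSO wells and 100% = ciprofloxacin 0.95 µg/ml wells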
Rtt109 HAT inh: inhibitors of Candida albicans Rtt109/Vps75 histone acetyltransferase. actives 0.16% (n = 330,000). inhibition, % at 34.9 µM. purified Rtt109/Vps75, ThioGlo CoA-SH fluorescence, 4 h;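 active means inhibition of at least 50% in every replicate; inconclusive means best replicate reaches 50% inhibition but some replicates fall short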
Target sequence (Q5AAJ8 whole entry, looked up): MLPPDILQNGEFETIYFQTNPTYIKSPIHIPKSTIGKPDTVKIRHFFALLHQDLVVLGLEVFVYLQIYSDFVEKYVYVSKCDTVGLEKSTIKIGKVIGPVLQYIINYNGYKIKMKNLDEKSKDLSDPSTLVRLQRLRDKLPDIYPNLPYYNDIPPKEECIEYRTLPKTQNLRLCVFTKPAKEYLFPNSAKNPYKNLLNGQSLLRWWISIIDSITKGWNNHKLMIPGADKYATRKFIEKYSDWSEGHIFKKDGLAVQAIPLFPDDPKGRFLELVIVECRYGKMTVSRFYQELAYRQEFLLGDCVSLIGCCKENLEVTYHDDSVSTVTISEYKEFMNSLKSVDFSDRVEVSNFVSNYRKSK
Tat export inh: inhibitors of E. coli Tat protein transport; actives 0.036% (n = 340,000); E. coli MC4100 TorA-mCherry Tat export, fluorescence; inhibition, % at 10 µM; AID 488895;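 active means mean replicate inhibition at least 50% and at least half of replicates individually reaching 50%; inconclusive means only one of the two criteria met; inactive means neither criterion met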;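 further: exported cargo escapes ClpAP degradation while cytoplasmic cargo is degraded and loses fluorescence; 0% = median of neutral control wells and 100% = median of NaSCN control wells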
DAGLB inhibitor: diacylglycerol lipase beta (human) inhibition | HEK293T DAGLB membrane lysate, EnzChek fluorogenic substrate | actives 0.059% (n = 340,000) | inhibition, % at 5.17 µM | Q8NCG7; in the data active means inhibition above about 34%;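 further: 0% = enzyme with vehicle and 100% = wells lacking enzyme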
Numbers without * were called inactive; ? = inconclusive; · = no result given.

entry	mol	Wnt bcat act	PfHsp90 set2	CAL PDZ FP	phage Ecoli inh	AddAB inh	PvdQ acylase	E coli growth	Rtt109 HAT inh	Tat export inh	DAGLB inhibitor
1	O=C(CSc1nnc(Cc2ccccc2)o1)NCc1ccco1	-1.1	·	-0.7	-0.3	0.3	-4.2	-0.6	3.5	2.9	0.1
2	Clc1cccc(NCc2ccccc2)n1	0.5	6.8	-0.1	3.9	3.0	10.0	2.3	20.0	2.9	-0.3
3	C=CCn1c(SCc2ccccc2F)nc2cc(C(=O)O)ccc2c1=O	-2.9	-72.6	-1.6	0.8	3.0	-6.2	-1.1	-1.9	0.9	6.0
4	Cc1nc2ccccc2c(=O)n1CCCO	·	-4.6	-0.4	-0.1	-0.5	-3.0	-0.1	-43.2	?	-1.0
5	NC(N)=NC(N)=Nc1cccc(Cl)c1	-0.6	-0.6	-0.1	1.3	2.6	-6.5	1.2	-8.4	-9.7	4.3
6	COc1ccccc1CNC(=O)c1ccc(NS(C)(=O)=O)cc1	1.4	11.3	-1.7	0.5	1.4	2.8	-0.6	9.2	-1.6	2.6
7	C=C1CSc2nc(=O)c3c4c(sc3n21)CCC4	·	-10.0	0.0	3.0	3.7	14.1	-0.8	13.2	6.0	0.5
8	CCOC(=O)c1cccc(NS(=O)(=O)c2ccc(NC(C)=O)cc2)c1	·	19.0	-2.3	3.0	0.5	-1.2	0.3	-35.5	-1.1	0.5
9	COc1ccc(C)cc1NC(=O)C1COc2ccccc2O1 (configuration not stated)	5.4	-16.3	-0.4	-0.1	3.1	-7.8	2.5	0.4	-9.0	-26.4
10	Cn1c(=O)c2c(nc3n2CC(CO)O3)n(C)c1=O (configuration not stated)	-0.9	-30.9	-0.5	1.4	-0.7	-13.7	0.5	-1.1	5.4	2.6
11	Cc1ccc(SCCc2cc[n+](CC(=O)c3ccccc3)cc2)cc1	-0.4	·	-1.4	-0.1	0.3	-13.0	0.1	11.6	1.5	-0.1
12	O=C(CNC(=O)c1ccco1)NC1CCCCCC1	4.3	8.9	-3.7	-1.1	-0.6	2.7	1.1	23.9	-7.2	-2.1
13	COc1ccc(N2C(=O)C3C4C=CC(C4)C3C2=O)c([N+](=O)[O-])c1 (configuration not stated)	-1.8	2.0	0.4	2.0	3.4	2.3	1.4	2.4	16.4	-0.7
14	Cc1cc(C2CC(=O)Nc3ccccc3S2)c(C)s1 (configuration not stated)	1.5	-1.2	-0.6	3.7	4.0	-0.6	1.5	6.9	4.7	-1.7
15	CSc1nnc2ccc(-c3ccccn3)nn12	1.7	-10.5	-3.7	1.2	0.9	2.0	1.4	·	1.9	-4.5
16	C[C@H](CO)N1C[C@H](C)[C@@H](CN(C)C(=O)Nc2ccc3c(c2)OCO3)Oc2ccc(NC(=O)Cc3ccccc3)cc2C1=O	1.6	1.7	-0.6	3.0	0.9	-14.7	0.2	8.6	-4.2	2.6
17	CC(Oc1ccc(Cl)cc1)C(=O)N1CCN(C(=O)c2ccco2)CC1 (configuration not stated)	-1.5	1.2	-0.6	1.6	0.9	-9.6	0.3	5.6	-5.1	-0.1
18	O=C(Nc1ccc(C(=O)O)cc1)/C(=C\c1ccccc1)NC(=O)c1ccc(Br)cc1	-3.5	4.6	-3.8	2.3	-1.7	-3.8	-1.2	6.1	4.0	1.6
19	Cc1ccccc1OCc1nnc(SC(C)C(=O)O)n1Cc1ccccc1 (configuration not stated)	0.1	-6.8	-0.9	3.1	0.7	8.4	0.5	6.7	-7.3	0.6
20	Clc1ccc(C2=Nn3c(nnc3-c3cccnc3)SC2)s1	-4.2	·	-1.9	1.6	1.0	8.1	0.3	0.8	-0.8	-4.4
21	N#Cc1ccccc1OCC(=O)OCC(=O)NC1CCCC1	-1.8	-7.6	0.3	3.0	-1.5	6.7	-0.5	-1.9	2.1	-1.0
22	CC(C)(C)c1ccc(NC(=O)Nc2ccc(F)cc2)cc1	-3.0	16.1	0.6	7.8	6.1	-7.0	7.2	-6.9	8.6	·
23	COC(=O)c1cc(C)sc1NC(=O)CCCC(=O)O	·	-16.6	0.0	2.6	2.0	7.2	-0.2	10.6	-1.6	-1.7
24	COc1cccc(C(=O)COc2ccc(NC(=O)c3cccs3)cc2)c1	-1.2	0.4	-4.4	1.2	4.2	5.0	1.4	-10.9	4.2	-2.5
25	Cc1c(C(=O)OCC(=O)N2CCCC2=O)oc2ccccc12	2.5	·	-2.4	1.5	2.2	-8.6	-0.4	-3.1	-9.1	-4.5
26	Cc1cc(C)cc(OCc2nnc(SCC(=O)c3ccc(Br)cc3)o2)c1	-0.8	-9.1	-0.8	4.1	0.4	-9.8	-1.9	-0.3	-5.8	-12.1
27	CN1CCN(C(c2ccc(F)cc2)c2nnnn2Cc2cccs2)CC1 (configuration not stated)	·	-20.2	-2.0	3.3	1.5	1.4	-1.2	-5.1	-2.5	1.0
28	CN(C(=O)c1cccs1)c1ccc(OCC(=O)N2CCC(C(N)=O)CC2)cc1	-0.4	-18.5	-0.4	0.5	1.9	-5.5	2.7	-1.6	-5.4	-3.4
29	CCC(Cc1ccccc1)NC(=O)CCNS(=O)(=O)c1cc(Br)cnc1N (configuration not stated)	-1.2	-19.0	-0.7	-2.5	1.3	-8.2	-0.8	-0.7	1.0	-0.2
30	CC(C)CN(C(=O)CSc1ncnc2ccccc12)C1CCS(=O)(=O)C1 (configuration not stated)	-4.4	-15.5	-4.6	2.1	0.5	-22.4	0.3	-1.3	1.3	-3.3
31	CN1CCC(N(C)S(=O)(=O)c2ccc(NC(=O)COc3cccc(Cl)c3)cc2)CC1	-2.1	15.7	-2.5	7.3	4.1	-10.2	4.0	1.7	1.5	0.0
32	CC(=O)N1CCN(Cc2ccc(Br)s2)CC1	-2.4	-36.3	0.0	3.2	1.0	4.7	-2.8	-0.1	-1.5	1.3
33	CCOC(=O)C1CCN(S(=O)(=O)c2cc(C(=O)N3CCCCC3)ccc2OC)CC1	0.5	1.7	-2.2	4.5	0.8	-10.3	1.4	-2.8	-5.1	-0.4
34	CC(C)CC(NC(=O)C1CCC(C)CC1)C(=O)NCc1cccnc1 (configuration not stated)	-2.9	3.1	-2.1	-0.3	-1.6	-14.2	1.5	-6.0	-1.3	1.0
35	CC(Oc1ccccc1)C(=O)N1CCC2(CC1)Oc1ccc(F)cc1C(=O)C21CC(c2cccnc2)=NO1 (configuration not stated)	-6.4	-10.1	-2.7	1.4	2.7	-4.9	-4.0	-9.0	3.5	0.9
36	COC(=O)[C@H](CC(C)C)NC(=O)Cn1cnc2c(SC)nc(N)nc21	-0.9	3.8	-0.5	2.1	1.0	-1.9	-2.0	3.0	-10.4	-5.6
37	Cc1ccc(OCCNC(=O)c2ccc(COc3ccccc3)o2)cc1	3.0	-3.5	-2.6	2.4	3.6	-9.5	2.7	0.4	6.3	-3.4
38	COc1ccccc1C(=O)NCCC(=O)N1CCN(C(C)=O)CC1	-2.6	-1.4	-1.9	3.9	0.3	2.7	0.1	1.0	1.8	-2.4
39	S=C(c1ccc(Cl)cc1)N1CCN(Cc2ccccc2)CC1	-3.4	14.2	-0.3	2.8	2.4	-3.9	1.5	-0.9	2.6	-15.3
40	CCN1CCN(Cc2oc(CO)cc(=O)c2O)CC1	·	-12.7	-0.6	1.2	-1.3	-1.3	-0.2	1.9	-3.9	0.0
41	COc1ccc(N2CCN(C(=O)Cc3ccc(S(=O)(=O)N4CCOCC4)s3)CC2)cc1	-2.0	-0.2	0.1	1.3	2.0	2.5	-0.1	-11.2	-0.8	2.4
42	Cc1cc(C)n(CCC(=O)N/N=C/c2ccc(O)cc2)n1	·	-1.3	-0.5	0.8	1.5	-8.4	-0.6	3.5	-2.0	-0.2
43	COc1ccc(C(C(=O)NC2CCCC2)N(C(=O)c2ccoc2C)c2ccccc2)cc1 (configuration not stated)	-1.4	-15.2	-1.9	4.1	4.6	-7.5	-0.4	-17.2	-5.7	1.9
44	Cc1ccc(S(=O)(=O)N2CCOCC2)cc1NC(=O)Cn1cc(C(F)(F)F)cc(Cl)c1=O	3.6	1.3	-1.2	0.9	-1.8	-7.7	-0.5	-0.7	0.2	-2.9
45	COc1cc2[nH]c(=S)nc(NCc3ccccn3)c2cc1OC	-8.0	12.0	-0.1	4.9	·	-2.3	·	4.9	-1.3	-3.0
46	COc1cc(Cl)c(C)cc1NC(=O)CNC(C)c1ccccc1OC (configuration not stated)	-1.3	4.9	-0.8	3.9	2.5	6.5	3.0	-5.4	8.2	-4.5
47	Cc1ccccc1Nc1nc(N)nc(COC(=O)CCC(=O)c2ccc(F)cc2)n1	1.3	-16.1	-3.3	1.8	·	-15.0	·	-5.7	5.0	1.4
48	COc1ccc2c(c1)c(C(=O)N/N=C/c1cccs1)c(C)n2C	-1.8	23.1	0.4	1.3	-0.2	9.5	-0.1	29.7	0.3	1.7
49	O=C(CSc1nnc(NC(=O)C2CCCCC2)s1)NCc1ccco1	-0.1	-7.0	-0.3	3.5	-1.5	-8.6	-2.2	-16.6	-3.6	4.6
50	CCc1c(C)c2ccc(OCC(=O)NCC3CCC(C(=O)O)CC3)cc2oc1=O (configuration not stated)	-1.3	-17.8	-4.2	0.8	1.9	-18.7	-1.3	1.0	1.7	0.1
51	Cc1ccc(NC(=S)N2CCSC2c2cccs2)cc1 (configuration not stated)	-1.9	·	-1.3	2.7	-1.6	7.0	0.0	27.3	6.8	-3.3

2 compounds picked at random from those above, as already listed:
entry	mol	Wnt bcat act	PfHsp90 set2	CAL PDZ FP	phage Ecoli inh	AddAB inh	PvdQ acylase	E coli growth	Rtt109 HAT inh	Tat export inh	DAGLB inhibitor
44	Cc1ccc(S(=O)(=O)N2CCOCC2)cc1NC(=O)Cn1cc(C(F)(F)F)cc(Cl)c1=O	3.6	1.3	-1.2	0.9	-1.8	-7.7	-0.5	-0.7	0.2	-2.9
49	O=C(CSc1nnc(NC(=O)C2CCCCC2)s1)NCc1ccco1	-0.1	-7.0	-0.3	3.5	-1.5	-8.6	-2.2	-16.6	-3.6	4.6
